# MmCpn inh: M. maripaludis TRiC chaperonin inhibition | purified Mm-Cpn ATPase, ADP Transcreener TR-FRET | Potency, µM (titrated, usually from 76.9 µM), inactives show at the top dose activity, negative = inhibition, usual class: inhibitors | 0.031% of 330,000 active | AID 504842; further: potency means the concentration at half of the fitted maximal effect; on the % scale 0 is the no-effect control and ±100 the full control effect; nearly all actives have a fitted effect of over 80% in size
#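 Compound-treated chaperonin, 25 nM final, turns over 10 uM ATP at 37°C for 30 min following a 10 min preincubation; ADP generated competes with ADP-d2 for Eu-cryptate antibody, lowering FRET.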
# ATXN viability: cell viability loss in ATXN counter-screen. 0.49% of 400,000 active. Potency, µM (highest dose often 56.7 µM), hits mostly cytotoxic. S2 cells (HEK-293 line with an ATXN2-luciferase reporter) viability, CellTiter-Fluor protease fluorescence, 24 h; further: potency means the concentration at half of the fitted maximal effect; nearly all actives have a fitted effect of over 40% in size
# Nrf2 inh: inhibitors of Nrf2 signaling. A549 ARE-Fluc reporter, luciferase luminescence, 18-24 h. 2.1% of 360,000 active. Potency, µM (doses to about 46 µM), for the others: top-dose activity change, negative = inhibition, actives largely listed as inhibitors; further: potency means the concentration at half of the fitted maximal effect; on the % scale 0 is the no-effect control and ±100 the full control effect; nearly all actives have a fitted effect of over 60% in size
#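 Concentration-response testing used A549 ARE_Fluc cells at 5000 cells/well. Following an 18-24 h compound incubation, viability was read by fluorescence (Ex 405/Em 525) and luciferase output by luminescence.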
# Nrf2 ARE act: activators of Nrf2 (ARE) signaling | AREc32 ARE-luciferase reporter (MCF7-derived line), luminescence, 24 h | Potency, µM (highest dose often 46.1 µM), for the others: at the top dose activation, hits mostly activators | 0.31% of 410,000 active | AID 624171; further: potency means the concentration at half of the fitted maximal effect; % of control where 0% means no effect; nearly all actives have a fitted effect of over 65% in size
#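 For detection, Steady-Glo was added and plates sat 30 min at RT; before that, AREc32_Fluc cells grown overnight in OPTI-MEM/5% FBS had been treated with 23 nL compound for 24 hr at 37 deg C.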
# pAkt inh: Akt phosphorylation inhibition; Neuro2A IGF-stimulated pAkt S473 HTRF, 20 min; active compounds read low; activity change, % for hits at 50 µM; AID 651550; 0.32% of 360,000 active; in the data active means activity change below about -80%; inconclusive means mostly about -51% to -80%; further: on the % scale 0 is the no-effect control and ±100 the full control effect
#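 Neuro2A cells (4,500/well, DMEM with 0.5% FBS) were treated with compound at a single 50 µM final concentration, stimulated with 6 nM IGF for 20 min at 37 °C, and lysed. Phospho-Akt Ser473 was read by HTRF as 665/615 ratio ×10^4.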
# HepG2 viability: counter-screen for TGF-b inhibitors: cytotoxicity in HepG2 cells; HepG2 CAGA-GFP viability, ATP luminescence, 18 h; Potency, µM (series often up to 46.1 µM), inactives show at the highest dose activity change, negative = cytotoxicity, usual class: cytotoxic; 0.76% of 410,000 active; AID 588856; further: potency means the concentration at half of the fitted maximal effect; some results filed as inactive show a strong effect at the top dose
#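 CellTiter-Glo luminescence gave cytotoxicity after 18 hours at 37 degrees C. The cells were HepG2 CAGA-GFP in 1% FBS DMEM, stimulated with 500 pg/mL TGF-beta after compound addition. %Activity was normalised to no-cell wells (complete cell-killing) and DMSO (no toxicity), and curves were fitted and classified.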
# A549 viability: kills or reduces viability of A549 cells in Nrf2 counter-screen. Potency, µM (doses to about 46 µM), without a hit: at the highest dose activity change, negative = cytotoxicity, usual class: inhibitors. A549 ARE-Fluc cells, CellTiter-Fluor viability, 18-24 h. 0.16% of 390,000 active; further: potency means the concentration at half of the fitted maximal effect; on the % scale 0 is the no-effect control and ±100 the full control effect
#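 A549 ARE-Fluc cells in 5% FBS OPTI-MEM, 5000 cells/well, rested 2 h then exposed to compounds in concentration-response for 18-24 h at 37 °C. Viability by CellTiter-Fluor fluorescence (Ex 405/Em 525) after 30 min; luciferase luminescence (BugLite, 15 min, RT) read afterwards.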
# CCT modulator: cytosolic chaperonin activity modulation; 0.3% of 360,000 active; purified chaperonin ATPase assay, HTRF ADP detection, 30 min; activity change, % (concentration not given with the values), hits read low; AID 651819; in the data active means activity change below about -30%; further: on the % scale 0 is the no-effect control and ±100 the full control effect
#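 Nucleotide hydrolysis assay: TRiC at 20–40 nM final (set by batch activity) with 10 uM ATP, 30 min at 37 °C, in presence of 76 uM compound. Detection by competitive ADP HTRF, 30 min ambient.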
# TGFb SMAD3 inh: inhibitors of TGF-b signaling; HepG2 CAGA-GFP TGF-b/SMAD3 reporter, GFP fluorescence, 18 h; TGF-beta stimulated, 500 pg/mL final; Potency, µM (highest dose often 46.1 µM), without a hit: top-dose activity, negative = inhibition, usual class: inhibitors; 1.2% of 410,000 active; AID 588855; further: potency means the concentration at half of the fitted maximal effect; on the % scale 0 is the no-effect control and ±100 the full control effect; nearly all actives have a fitted effect of over 65% in size
#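 Cell-based qHTS in HEPG2 carrying a CAGA-GFP Smad reporter; compounds added before 500 pg/mL final TGF-beta, 18 h incubation at 37 degrees C, GFP fluorescence quantified per cell by imaging cytometry.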
# Numbers without * were called inactive; i = inactive; u = inconclusive; x = no result given; & = joins results of further samples; [ ] = remark or other dose. Unless noted, the call rests on the fitted dose curve; in most records, active means well fitted curve in the direction sought with a large enough effect; inconclusive means small, poorly fitted or top-dose-only effect, or another doubt; inactive means no such curve, though single readings can be large; an effect the other way counts as inactive or inconclusive. This is a random part of the collection. About 4.4% of those tested had a hit in this group.
SMILES,MmCpn inh,ATXN viability,Nrf2 inh,Nrf2 ARE act,pAkt inh,HepG2 viability,A549 viability,CCT modulator,TGFb SMAD3 inh
CC1CN(S(=O)(=O)c2ccc(C(=O)NCCCn3ccnc3)cc2)CC(C)O1 (stereo unspecified),0.3%,i,u,-0.8%,i,0.9%,-8.3%,0.8,4.7%
CCOC(=O)c1c(C)n(C)c2cc(-c3ccc(F)cc3)c(O)cc12,0.4%,i,9.8%,0.1%,i,1.0%,-3.3%,0.4,4.0%
C=CCc1c(C)nc2nc(SCC(=O)Nc3ccc(OCC)cc3)nn2c1C,x,x,x,-1.0%,x,3.6%,-3.5%,x,-0.6%
COc1cc(OC)cc(C(=O)Nc2ccc(S(=O)(=O)N(C)C)cc2)c1,-1.1%,i,x,0.1%,i,-11.1%,-2.9%,1.1,-1.5%
Cc1ccc(F)c(NC(=O)c2c(-c3ccccc3)noc2C)c1,-0.6%,i,-4.4%,-0.6%,i,-9.6%,-1.1%,-1.3,0.4%
O=C(NCc1cccc(C(F)(F)F)c1)c1ccc(=O)[nH]c1,-0.3%,i,-6.1%,-0.4%,i,-13.3%,12.3%,-2.3,0.6%
Clc1cccc(CON/C=N/c2ncnc3sccc23)c1,-2.6%,i,16.4µM*,-0.6%,x,4.2%,-4.3%,0.9,11.0%
Cc1cc(C(F)F)n2ncc(C(=O)N3CCCCC3)c2n1,1.1%,u,7.7%,-0.7%,i,-4.0%,-8.4%,-5.1,u
Cc1ccc2oc(=O)n(CCCOc3ccccc3C)c2c1,4.3%,i,6.9%,2.6%,i,-0.5%,-0.2%,-1.3,0.0%
FCCCOc1ccc(CN2CCN(c3ccccc3F)CC2)cc1,0.1%,i,2.4%,3.0%,i,-0.7%,-0.3%,-0.6,0.9%
Cc1cc(C)n(-c2ccc(C(=O)OCC(=O)N3CCN(c4ccccc4)CC3)cc2)n1,2.7%,i,-2.7%,-0.6%,i,-10.2%,1.5%,-4.7,-14.4%
Cc1c(NC(=O)C(C)OC(=O)c2cc(Cl)nc(Cl)c2)c(=O)n(-c2ccccc2)n1C (stereo unspecified),0.7%,i,-4.3%,-0.3%,i,-1.4%,-1.7%,1.2,1.0%
Cc1csc(NC(=O)c2nc3nccc(C)n3n2)n1,0.0%,i,3.5%,-0.2%,i,-62.1%,-7.3%,-2.8,0.0%
O=C(c1ccoc1)N1CCC2(CC1)Oc1ccc(Cl)cc1C(=O)C21CC(c2ccc(Cl)cc2)=NO1 (stereo unspecified),-2.9%,i,-0.1%,3.9%,i,-7.7%,1.9%,-9.3,-5.6%
O=C(Nc1ccc(N2CCN(c3ccccc3)CC2)c(F)c1)C1CC1,0.8%,i,-13.4%,0.1%,i,-12.2%,-6.5%,2.6,7.8%
COc1ccccc1N1CCN(c2ccnc3cc(Cl)ccc23)CC1,0.5%,u,u,-0.4%,i,8.3%,-8.4%,-1.3,-1.9%
CC1CCCN(c2nc3ccsc3c(=O)s2)C1 (stereo unspecified),-1.7%,i,2.2%,7.3%,i,-18.7%,1.3%,0.0,6.6%
CC1CCCN(C(=O)COC(=O)c2n[nH]c3ccccc23)C1 (stereo unspecified),-2.2%,i,u,-0.5%,i,-33.8%,2.7%,-7.5,40.7%[activator]
Cc1ccc2oc(C(=O)Nc3cc(C)on3)c(C)c2c1,2.8%,i,u,10.3%,i,-15.8%,0.1%,1.5,14.9%
OCCC1CN(Cc2cccn2-c2ccccn2)CCN1Cc1ccccc1 (stereo unspecified),0.7%,u,1.4%,0.2%,i,-13.6%,-8.4%,-1.1,-5.5%
CC1Nc2ncnc(N3CCOCC3)c2N(Cc2ccccc2)C1=O (stereo unspecified),-4.4%,i,3.1%,0.2%,i,7.2%,-0.1%,-3.2,-3.2%
O=C(NCC(c1ccco1)N1CCCCC1)c1ccc(S(=O)(=O)Nc2ccccc2Cl)cc1 (stereo unspecified),-1.1%,i,-12.3%,-0.5%,i,-33.4%,-8.5%,-3.2,u
C=CCN1C(=O)C(Cc2ccc(OCC)cc2)S/C1=N\N=C\c1cccs1 (stereo unspecified),-2.1%,i,x,-0.4%,i,6.0%,11.5%,-4.6,2.1%
CN(CC(=O)Nc1ccc(Cl)c(C(F)(F)F)c1)C(=O)Cc1n[nH]c(=O)c2ccccc12,0.2%,i,u,0.3%,i,-21.5%,-9.9%,-0.9,u
COc1ccc(NC(=O)N(C)C[C@H]2Oc3c(NC(=O)Nc4ccc5c(c4)OCO5)cccc3C(=O)N([C@H](C)CO)C[C@@H]2C)cc1,2.1%,i,2.2%,-0.1%,i,-18.8%,-2.9%,-1.4,u
Cc1cc(C)c(C)c(S(=O)(=O)Nc2ccccc2C(=O)O)c1C,0.0%,i,-23.0%,-1.3%,i,-1.6%,-11.7%,0.6,24.6%
CCOC(=O)c1ccc2c(c1)N(CC#N)C(=O)C(C)(C)O2,-1.7%,i,8.8%,2.6%,i,-27.6%,-0.7%,-3.5,-16.9%
Cn1c(=O)c2cc(S(=O)(=O)N3CCN(c4cccc(C(F)(F)F)c4)CC3)ccc2n(C)c1=O,-6.0%,i,-0.4%,0.0%,i,0.1%,-13.0%,-3.6,12.2%
COc1ccccc1NC(=O)N(c1c(N)n(Cc2ccccc2)c(=O)[nH]c1=O)C1CCCC1,-4.3%,u,11.5%,-0.8%,i,-1.8%,x,-1.7,1.1%
CCOC(=O)c1ccccc1NC(=O)c1ccccc1SC,-0.5%,i,-12.7%,0.2%,i,-11.1%,-9.0%,-1.7,9.8%
COc1ccc(NC(=S)N(CCN(C)C)C(C)c2ccncc2)cc1Cl (stereo unspecified),0.6%,i,-20.3%,0.0%,i,9.3%,9.3%,-0.2,-3.9%
COc1ccccc1CN1CCCC(N2CCN(c3ccccc3OC)CC2)C1 (stereo unspecified),-0.6%,i,-3.6%,0.2%,i,0.9%,-2.6%,-3.9,0.6%
O=C(CSc1nnc(COc2ccc(Br)cc2)o1)N1CCOCC1,-2.0%,i,11.4%,-0.3%,i,-10.1%,-2.7%,-2.0,-2.5%
O=C(/C=C/c1ccc(OCc2c(F)cccc2Cl)cc1)N1CCOCC1,-0.8%,i,u,3.2%,i,-15.1%,0.5%,-7.0,4.8%
Cc1nc2cc(-c3cccc(F)c3)nn2c(C)c1CCC(=O)NC1CCCCC1,x,i,u,2.6%,x,3.7%,-0.2%,x,-16.3%
COc1ncnc(OC)c1NC(=O)c1ccc(F)cc1,0.1%,i,-4.4%,-0.4%,i,-25.9%,-13.9%,-3.0,4.5%
CCOc1nc(C)cc(C)c1S(=O)(=O)c1cccc(Cl)c1,1.2%,i,-2.8%,-0.4%,i,1.1%,-1.0%,0.6,0.9%
CC(C)(Oc1ccc(Cl)cc1)C(=O)OCC(=O)Nc1ncc(Cl)cc1Cl,1.4%,i,-10.5%,0.5%,i,0.8%,-14.1%,-1.2,25.4%
C/C(CCc1ccc2c(c1)OCO2)=N\NC(=S)NC(C)C,0.9%,7.08µM*,-2.3%,23.4%,i,-71.0%,19.0%,1.1,u
CCC(C)C(NC(=O)C1CCC(C)CC1)C(=O)Nc1ccc(OC)cc1OC (stereo unspecified),-1.1%,i,5.9%,0.4%,i,4.7%,-0.3%,-0.4,-1.9%
COc1ccc(C)cc1S(=O)(=O)Nc1cccc(-c2ccc(N3CCCC3)nn2)c1,x,i,x,0.5%,x,0.3%,7.6%,x,-0.6%
CSc1ccc(/C=N/NC(=O)c2cccs2)cc1,3.0%,i,u,0.2%,i,-20.3%,0.0%,7.7,1.1%
CCOC(=O)C[C@H]1c2cc(F)ccc2S(=O)(=O)N1c1cccc(OC)c1,x,i,-0.6%,0.4%,i,-3.7%&-2.0%,5.4%,1.0,-4.6%&-15.5%
CNS(=O)(=O)c1ccc2c3c(cccc13)C(=O)N2,-1.9%,x,u,0.6%,i,-6.8%,u,-8.5,-7.3%
COc1ccc(C)cc1S(=O)(=O)N1CCc2ccccc2C1,0.0%,i,u,0.1%,i,-15.0%,8.2%,0.9,-3.5%
COc1ccc(CC(=O)Nc2c3c(nn2C(C)(C)C)CS(=O)C3)cc1 (stereo unspecified),1.1%,i,-15.5%,-0.4%,i,-6.4%,-3.1%,-0.1,2.9%
C[C@H](CO)N1C[C@H](C)[C@@H](CN(C)C(=O)Nc2ccc(C(F)(F)F)cc2)Oc2c(NS(=O)(=O)c3ccccc3)cccc2C1=O,-2.4%,i,13.2%,3.2%,i,-3.3%,-3.4%,-1.7,-3.1%
CCc1noc(C)c1C(=O)NC1CCCc2c1cnn2-c1ccc(C(C)(C)C)cc1 (stereo unspecified),-3.4%,i,2.6%,2.3%,i,-4.3%,0.0%,-1.7,-28.7%
COC(=O)c1ccccc1N/C=C/C(=O)c1ccc(Br)cc1,-4.3%,i,u,25.2%,i,-1.2%,-12.3%,1.4,14.5%
CN1C(=O)N(C)C(c2ccccc2Cl)C2=C1CC(C)(C)CC2=O (stereo unspecified),1.9%,u,3.0%,-0.1%,i,16.3%,-3.0%,-2.1,-0.3%
Cc1ccc(-c2nc(NCCN(C)C)c3ccccc3n2)cc1,-0.7%,i,-9.7%,u,i,-11.8%,u,1.2,u
Cc1noc(C(F)(F)F)c1C(=O)NNC(=O)c1cccc(C(F)(F)F)c1,1.4%,i,u,u,i,61.5%,16.6%,0.4,60.8%[activator]
Cc1cc(C)cc(NC(=O)CCS(=O)(=O)c2ccc3c(c2)oc(=O)n3C)c1,x,i,2.4%,-0.1%,x,-10.2%,3.5%,x,-11.5%
